PfG6PD inh: PfG6PD (Plasmodium falciparum) enzyme inhibition. PfGluPho enzyme, NADPH resazurin-diaphorase fluorescence. inhibition, % at 20 µM. actives 0.78% (n = 350,000);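 active means inhibition reaching at least a set limit at 20 µM in the primary screen, cut at about 59% in these data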;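 further: 0% = DMSO wells with substrate and 100% = DMSO wells lacking glucose-6-phosphate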
SENP6 block: blocks the human protease SENP6; AID 2599; actives 1.8% (n = 330,000); Q9GZR1; inhibition, % at 10 µM; Recombinant SENP6 catalytic domain, aminoluciferin luminescence;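 active means inhibition above about 50% at the single tested dose, limit read from the data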;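 further: plate controls were DMSO wells with enzyme for no effect and DMSO wells lacking enzyme for full effect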
SENP7 inh: blocks the human protease SENP7; Q9BQF6; inhibition, % at 5 µM; actives 1.5% (n = 330,000); recombinant SENP7, Z-RLRGG-aminoluciferin luminescence, 40 min;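 active means inhibition above about 50% at the single test dose, limit read from the data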;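 further: plate controls were DMSO with enzyme for no effect and no enzyme buffer wells for full effect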
Target sequence (Q9BQF6 706-1050 limits assumed): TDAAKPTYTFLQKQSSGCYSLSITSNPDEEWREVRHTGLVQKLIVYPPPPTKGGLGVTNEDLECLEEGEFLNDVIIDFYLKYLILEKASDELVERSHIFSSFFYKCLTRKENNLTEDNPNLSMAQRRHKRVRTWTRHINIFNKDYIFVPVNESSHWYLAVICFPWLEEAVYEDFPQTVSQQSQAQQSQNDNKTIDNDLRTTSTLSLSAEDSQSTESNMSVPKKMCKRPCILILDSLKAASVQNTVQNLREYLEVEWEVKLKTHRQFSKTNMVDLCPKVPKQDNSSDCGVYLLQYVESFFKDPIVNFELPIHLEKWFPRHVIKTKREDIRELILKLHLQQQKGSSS
HKDC1 inhibitor: blocks human hexokinase HKDC1 activity | inhibition, % at 20 µM | Q2TB90 | recombinant HKDC1, G6PDH/diaphorase resazurin coupled fluorescence | actives 0.16% (n = 340,000);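 active means inhibition above about 35% when tested at 20 µM, limit read from the data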;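 further: plate controls were DMSO wells with enzyme for no effect and DMSO wells lacking enzyme for full effect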
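test system = in-house recombinant HK5 (HKDC1) enzyme | amount = HKDC1 at 5 µg/mL | control set = DMSO-enzyme wells negative, buffer-substituted wells positive | compound = one dose of 20 µM, 1% DMSO | schedule = reaction time 90 min, room temperature, protected from light | technique = resorufin fluorescence at 613 nm | reagent = glucose with 1 mM ATP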
ATG4B inhibitor: blocks human ATG4B protease cleavage of LC3 substrate | ATG4B cleavage of LC3-PLA2, NBD-HPC fluorescence, 1 h | actives 0.51% (n = 340,000) | AID 504462 | inhibition, % at 8.33 µM | Q9Y4P1; in the data active means inhibition above about 40%
SENP8 inh: inhibitors of human SENP8 protease | Q96LD8 | inhibition, % at 20 µM | actives 0.64% (n = 360,000) | AID 602440 | recombinant SENP8, Nedd8 substrate fluorescence; in the data active means inhibition mostly above about 40%, no sharp cut-off; inactive means mostly below about 27%
Target sequence (Q96LD8 whole entry, looked up): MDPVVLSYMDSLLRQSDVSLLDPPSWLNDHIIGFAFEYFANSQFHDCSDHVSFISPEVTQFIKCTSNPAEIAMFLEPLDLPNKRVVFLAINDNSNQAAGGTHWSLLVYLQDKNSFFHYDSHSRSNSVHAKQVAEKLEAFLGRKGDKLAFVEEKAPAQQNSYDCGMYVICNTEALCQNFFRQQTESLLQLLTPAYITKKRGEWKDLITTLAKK
GRIN3A LBD mod: NR3A (human) ligand-binding domain modulation; NR3A LBD differential scanning fluorimetry, Tm shift; 0% = protein alone, 100% = glycine-bound protein; Tm shift relative to glycine control, % at 25 µM; actives 2.5% (n = 340,000); AID 1259313;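 active means melting temperature shift of at least 10% of the positive control shift, at one fixed dose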
MPTP inh: permeability transition pore inhibition; isolated mouse mitochondria, Ca2+ swelling absorbance, 30 min; inhibition, % at 10 µM; actives 1.4% (n = 360,000);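 active means inhibition of 50% or more, scaled per plate between neutral and stimulator controls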;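 further: 0% = DMSO wells given calcium and 100% = 1 mM EGTA wells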
Starred values were filed as active, the others as inactive; x = not tested or not shown. Hits appear at their usual frequency; any-hit rate near 6.9%.

SMILES	PfG6PD inh	SENP6 block	SENP7 inh	HKDC1 inhibitor	ATG4B inhibitor	SENP8 inh	GRIN3A LBD mod	MPTP inh
CC(C)CN(CC(C)C)S(=O)(=O)N1CCC(C(=O)N2CCc3ccccc3C2)CC1	-7	8	9	7	33	16	1	1.3
COc1ccc(C(=O)N/N=C(\N)c2cc3ccccc3oc2=O)cc1	0	-3	1	-3	-5	11	-5	-2.6
COc1ccc(NC(=O)c2cc(N3C(=O)C4C5CCC(C5)C4C3=O)ccc2Cl)c(OC)c1 (stereo not drawn)	1	-15	-10	-4	-4	13	0	-1.7
O=C(Nc1cccc(C(=O)N2CCN(c3cccc(Cl)c3)CC2)c1)c1ccccc1	23	-4	12	-6	-2	1	-4	4.8
CCCCN(C(=O)c1cc(S(=O)(=O)N2CCCCC2)ccc1Cl)c1c(N)n(CCC)c(=O)[nH]c1=O	-4	x	x	-1	5	10	0	1.2
COc1ccccc1CC(NC(C)=O)C(=O)NC1CCN(C(=O)Nc2ccccc2F)CC1 (stereo not drawn)	28	19	-6	-4	-9	19	-1	-1.5
CCOC(=O)CSc1nnc([C@H](C)NC(=O)OC(C)(C)C)o1	-12	2	5	2	4	17	1	-1.8
CSCCC(NC(=O)c1ccco1)C(=O)OCC(=O)Nc1ncc(Cl)c(C)c1Cl (stereo not drawn)	-10	-10	-2	7	4	10	-11	-0.8
COc1ccccc1NC(=O)N1CCN(S(C)(=O)=O)CC1	3	-8	-3	-10	-8	9	-2	-0.4
CC(/C=C/c1ccccc1)=N\NC(N)=S	23	-7	-8	-23	3	4	-2	-0.1
CC(C)(C)N(Cc1ccccc1)C(=O)c1cc2ccccc2o1	-9	8	-2	3	8	10	0	-0.2
CC(=O)O[C@H]1C2OC(=O)C(C)=C2[C@@H]2OC(=O)[C@]3(CCC4OC41C)OC23 (stereo partly drawn)	7	-7	8	-3	2	14	-3	-0.4
O=C(NCc1ccco1)c1ccc2[nH]c(=O)c(=O)[nH]c2c1	19	9	5	2	-12	-224	-1	-2.5
Cc1nc(N2CCN(C)CC2)[nH]c(=O)c1Cc1cccc2ccccc12	0	10	3	-1	-11	16	0	0.1
O=C(C1CCC(=O)N(C2CCCC2)C1)N1CCC(Oc2cccc(F)c2)CC1 (stereo not drawn)	1	1	-2	-2	17	1	18*	-0.1
CCCC[C@@H]1C=C(C(=O)O)[C@H](c2ccc(C)cc2)N1S(=O)(=O)c1ccc(C)cc1	-12	-19	9	2	-4	-3	1	0.1
Clc1ccccc1OCCCCN1CCNCC1	2	-23	-9	-3	-8	6	2	1.2
CC1CCCC(C)N1C(=O)COC(=O)c1ccc(Br)c(S(=O)(=O)N2CCOCC2)c1 (stereo not drawn)	-1	-5	-2	-6	-8	12	-10	-0.8
Cc1ccccc1OC(C)C(=O)NC1CCCC1 (stereo not drawn)	-9	-14	6	-3	-7	13	1	0.6
COc1ccc([N+](=O)[O-])cc1NS(=O)(=O)c1cccc(C(=O)OC2CCOC2=O)c1 (stereo not drawn)	-17	-11	-4	-3	1	23	-6	-0.6
CSc1nc(N2CCN(c3ccccc3Cl)CC2)c2ccccc2n1	18	18	2	-1	-8	-114	1	0.5
COCCn1cnc2c(c1=O)c1nc3ccccc3nc1n2/N=C/c1ccc(OC)c(OC)c1	9	-18	-3	8	-21	-10	0	1.0
COc1ccccc1CCNC(=O)Cn1c(=O)oc2ccccc21	1	-11	-2	-5	2	7	-1	0.6
CCOc1ccccc1NC(=O)COc1ccc2ccc(=O)oc2c1	-20	-14	-3	0	-3	-135	1	0.5
CCCc1nnc(NC(=O)C2CC(=O)N(CCc3ccc(F)cc3)C2)s1 (stereo not drawn)	-8	-16	-2	-5	-7	1	1	0.9
Cc1nc2ccccc2c(=O)n1NC(=O)c1ccc(F)cc1Cl	20	-17	-9	-11	-1	14	x	-0.5
CCN(CC)C(=O)C1CCN(Cc2cccc(OCc3ccccc3)c2)CC1	0	2	-1	-8	-4	21	0	1.3
CCn1ccnc1C(O)(c1ccccc1)c1ccccc1	3	-1	-3	-7	2	9	2	-1.4
COC(=O)c1ccc2nc(NC(=O)CSCC(=O)OCC(=O)c3ccccc3)sc2c1	-12	0	-13	5	-6	8	-1	1.2
CCCOc1ccc(-c2c(C(=O)N/N=C/c3ccco3)nnn2-c2nonc2N)cc1	16	11	5	1	-4	-32	4	-0.8
CCCC1(C(=O)OCC)NC(c2ccco2)C2C(=O)N(C)C(=O)C21 (stereo not drawn)	-18	0	12	2	1	5	1	-0.5
O=C(COc1ccc(S(=O)(=O)N2CCCC2)cc1)NCc1cccnc1	12	-4	4	-4	-1	12	1	0.8
COc1ccc(/C=N/NC(=O)C2C3CCCCC32)cc1OC (stereo not drawn)	10	-6	-9	-7	-7	6	-2	1.4
CCc1nccn1S(=O)(=O)c1ccccc1[N+](=O)[O-]	4	10	6	0	-8	-2	1	0.7
CCCS(=O)(=O)Nc1cccc(-c2cn3c(n2)SCC3)c1	-1	-8	-6	-2	-12	14	1	-1.5
COc1ccc(C2N(c3ccc(C)cc3)CCN2c2ccc(C)cc2)cc1O	27	14	1	2	4	2	-1	3.8
Cc1ccc(CN(Cc2ccco2)C(=S)NCC(=O)NCc2cccnc2)cc1	12	-2	4	4	-7	-3	-2	0.0
CCC(C)Sc1nnc(CSc2nc3nc(C)cc(C)n3n2)o1 (stereo not drawn)	-2	0	3	-2	-5	3	-1	0.9
COC(=O)c1ccc(OC(=O)N2CCOCC2)cc1	-5	8	1	-6	-1	11	4	-0.8
Cc1ccc(S(=O)(=O)CCC(=O)OCCOc2cccc(Br)c2)cc1	7	-33	-13	1	-4	10	3	0.2
COc1ccc(S(=O)(=O)N2CCCC(C(=O)N3CCCCCC3)C2)cc1 (stereo not drawn)	-11	2	-6	-13	-6	25	0	-1.8
Nc1nonc1-n1nnc(C(=O)N/N=C/c2ccccc2Cl)c1-c1ccc2c(c1)OCO2	0	-7	-13	-2	-4	-255	-6	0.7
O=C(NCCC1=CCCCC1)c1coc(=O)c(Br)c1	-20	-9	3	-2	-1	-37	-1	0.6
COc1ccccc1OCC(=O)Nc1c2c(nn1-c1ccc(F)cc1)CS(=O)(=O)C2	4	-12	-1	-1	-6	6	0	2.3
Cc1ccc(C2(C)NC(=O)N(CC(=O)N3CCN(S(=O)(=O)c4cccc(F)c4)CC3)C2=O)cc1 (stereo not drawn)	-21	2	-5	-3	8	1	2	0.0
COc1ccc(OC)c(-c2csc(NC(=O)CN3C(=O)NC4(CCCC4)C3=O)n2)c1	-4	-4	8	1	-9	7	0	0.2
Cc1cc(C)n(CC(O)Cn2ccc3ccccc32)n1 (stereo not drawn)	-9	-17	9	-13	9	4	0	-1.0
Cc1onc(-c2ccccc2Cl)c1C(=O)OCC(=O)N1CCN(c2ccccc2)CC1	8	-2	1	-3	12	12	-3	-1.7
CC(C)CC(NC(=O)C(COCc1ccccc1)NC(=O)OC(C)(C)C)C(=O)NN (stereo not drawn)	-20	-4	-5	-5	-10	7	-4	2.2
COc1cccc(NC(=O)c2cccc(C(=O)Nc3cccc(OC)c3)c2)c1	-12	16	5	-2	-4	5	3	0.9

11 compounds from above, arranged by SMILES length, highest first.
SMILES	PfG6PD inh	SENP6 block	SENP7 inh	HKDC1 inhibitor	ATG4B inhibitor	SENP8 inh	GRIN3A LBD mod	MPTP inh
Cc1ccc(C2(C)NC(=O)N(CC(=O)N3CCN(S(=O)(=O)c4cccc(F)c4)CC3)C2=O)cc1 (stereo not drawn)	-21	2	-5	-3	8	1	2	0.0
Nc1nonc1-n1nnc(C(=O)N/N=C/c2ccccc2Cl)c1-c1ccc2c(c1)OCO2	0	-7	-13	-2	-4	-255	-6	0.7
COc1ccc(OC)c(-c2csc(NC(=O)CN3C(=O)NC4(CCCC4)C3=O)n2)c1	-4	-4	8	1	-9	7	0	0.2
COc1ccccc1OCC(=O)Nc1c2c(nn1-c1ccc(F)cc1)CS(=O)(=O)C2	4	-12	-1	-1	-6	6	0	2.3
CC(C)CC(NC(=O)C(COCc1ccccc1)NC(=O)OC(C)(C)C)C(=O)NN (stereo not drawn)	-20	-4	-5	-5	-10	7	-4	2.2
COc1cccc(NC(=O)c2cccc(C(=O)Nc3cccc(OC)c3)c2)c1	-12	16	5	-2	-4	5	3	0.9
CCCC1(C(=O)OCC)NC(c2ccco2)C2C(=O)N(C)C(=O)C21 (stereo not drawn)	-18	0	12	2	1	5	1	-0.5
CCCS(=O)(=O)Nc1cccc(-c2cn3c(n2)SCC3)c1	-1	-8	-6	-2	-12	14	1	-1.5
COc1ccc(/C=N/NC(=O)C2C3CCCCC32)cc1OC (stereo not drawn)	10	-6	-9	-7	-7	6	-2	1.4
Cc1cc(C)n(CC(O)Cn2ccc3ccccc32)n1 (stereo not drawn)	-9	-17	9	-13	9	4	0	-1.0
COC(=O)c1ccc(OC(=O)N2CCOCC2)cc1	-5	8	1	-6	-1	11	4	-0.8

Carrying on.
SMILES	PfG6PD inh	SENP6 block	SENP7 inh	HKDC1 inhibitor	ATG4B inhibitor	SENP8 inh	GRIN3A LBD mod	MPTP inh
COc1cc(N=c2ssnc2Cl)cc(OC)c1OC	83*	-10	15	-100	-6	27	5	-0.2
O=C1CN(C(=O)COc2ncnc3ccccc23)c2ccccc2N1	-10	6	-3	7	7	-1	0	1.2
Cc1ccccc1-n1c(SCC(=O)N2CCOCC2)nc(O)c(Cc2ccccc2)c1=O	-10	-7	-7	-4	-1	14	-6	-1.2
COCCCN=CC1=C(O)CC(c2ccccc2)CC1=O (stereo not drawn)	-6	-24	0	-3	3	8	-2	-0.7

Profiles, quoted from the list. Values in the order: PfG6PD inh | SENP6 block | SENP7 inh | HKDC1 inhibitor | ATG4B inhibitor | SENP8 inh | GRIN3A LBD mod | MPTP inh
Listed for COc1cc(N=c2ssnc2Cl)cc(OC)c1OC → 83* | -10 | 15 | -100 | -6 | 27 | 5 | -0.2
Listed for O=C1CN(C(=O)COc2ncnc3ccccc23)c2ccccc2N1 → -10 | 6 | -3 | 7 | 7 | -1 | 0 | 1.2
